Screening results from PubChem.
NPY-Y1 PAM-ag – potentiators or agonists of human neuropeptide Y receptor Y1. NPY-Y1 expressing cells, potentiator/agonist activation. activation, % at 3.6 µM. actives 0.37% (n = 220,000). AID 1304; in the data active = activation above about 33%, passing the limit was not always enough;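 note: cells stimulated with NPY at EC10 then isoproterenol at EC100; 0% = low agonist plus stimulus and 100% = saturating agonist plus stimulus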
NPY Y1 blocker – NPY-Y1 (human) receptor antagonism | actives 1% (n = 200,000) | P25929 | AID 1040 | HEK293-CNG Y1 cells, membrane potential fluorescence; NPY at EC95, then isoproterenol | inhibition, % at 3.6 µM;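 active = inhibition above the campaign mean inhibition of all tested compounds plus 3 SD, cut at about 20% in these data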;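 note: 0% = DMSO wells given NPY plus isoproterenol and 100% = isoproterenol alone without NPY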
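System: HEK293 cells with Y1 receptor plus CNG channel / Probe or stimulus: NPY 25 nM then isoproterenol 1 µM plus Ro 20-1724 25 µM / Compound: one concentration, 3.6 µM, in 0.4% DMSO / Schedule: compound incubation 1 h at room temperature, readout 45 min post-stimulation / Measured by: membrane potential fluorescence / Read-out: % inhibition of NPY effect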
TRPML3 ag – activates the human TRPML3 channel; HEK293 TRPML3-YFP, Fluo-8 calcium fluorescence; 100% = the carbachol control signal; Q8TDD5; activation, % at 3 µM; AID 1448; actives 0.29% (n = 220,000);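 active = activation above its plate's cutoff, the mean activation of the plate's test wells plus 3 SD, cut at about 12% in these data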;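 note: 0% = DMSO only wells and 100% = carbachol wells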
Target sequence (Q8TDD5 whole entry, looked up): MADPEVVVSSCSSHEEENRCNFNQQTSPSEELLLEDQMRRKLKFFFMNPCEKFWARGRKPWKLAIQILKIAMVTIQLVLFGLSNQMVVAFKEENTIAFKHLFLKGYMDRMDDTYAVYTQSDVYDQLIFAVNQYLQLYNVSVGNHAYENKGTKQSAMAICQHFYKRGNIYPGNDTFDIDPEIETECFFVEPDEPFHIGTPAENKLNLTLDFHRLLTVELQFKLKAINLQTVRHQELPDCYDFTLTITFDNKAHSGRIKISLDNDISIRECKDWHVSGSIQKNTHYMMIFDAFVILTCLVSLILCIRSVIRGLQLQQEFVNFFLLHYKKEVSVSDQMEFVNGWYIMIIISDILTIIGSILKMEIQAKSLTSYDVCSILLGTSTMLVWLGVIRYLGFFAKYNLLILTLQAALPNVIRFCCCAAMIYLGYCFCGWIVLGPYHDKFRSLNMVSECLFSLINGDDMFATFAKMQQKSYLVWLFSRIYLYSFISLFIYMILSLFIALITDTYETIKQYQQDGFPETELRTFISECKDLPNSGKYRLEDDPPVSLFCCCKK
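Material: HEK293 cells stably carrying human TRPML3-YFP; compound dosing: single dose, 3 µM final nominal compound, 0.3% DMSO final; incubation: 1-h 37 °C dye load, 5-s basal, 120-s post-compound reads; technique: Fluo-8 intracellular calcium fluorescence, excitation 470-495 nm, emission 515-575 nm; read-out basis: percent activation from peak-to-basal fluorescence ratio, scaled between DMSO and carbachol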
EP2 modulator – modulators of human EP2 prostaglandin E2 receptor | EP2-expressing cells, cAMP HTRF FRET, PGE2 co-stimulation | induction, % at 25 µM | actives 0.83% (n = 260,000);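 active = compounds whose cAMP rise, as percent of the full-agonist control response, exceeds 60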;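 note: rat C6 glioma line stably carrying human EP2 under a CMV promoter; the protocol text gives 20 µM as final concentration; 100% = response of wells given 1 µM PGE2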
zfTRPN1 agonist – activates the zebrafish TRPN1 channel. HEK293 zebrafish TRPN1-YFP, Fluo-8 calcium fluorescence; 100% = response to 87 µM carbachol. activation, % at 3 µM. actives 0.18% (n = 220,000);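 active = activation above its plate's cutoff, the mean activation of test wells on that plate plus 3 SD, cut at about 19% in these data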;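 note: 0% = DMSO alone and 100% = 87 µM carbachol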
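Material – zebrafish TRPN1-YFP in HEK293 cells · Doses – 3 µM single point · Schedule – dye 1 h 37 °C plus 30 min RT · Signal – Fluo-8 calcium fluorescence, excitation 470-495 nm, emission 515-575 nm · Read-out – % activation versus carbachol response · Control set – carbachol high, DMSO low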
NPY-Y2 PAM-ag – potentiators or agonists of human neuropeptide Y receptor Y2 | P49146 | cells expressing NPY-Y2, potentiator/agonist read-out | activation, % at 3.6 µM | actives 0.45% (n = 220,000); in the data active = activation above about 27%;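 note: cells stimulated with NPY near EC25 plus isoproterenol at EC100; 0% = vehicle plus submaximal agonist and 100% = vehicle plus saturating agonist; some results beyond the cut were filed as inactive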
S1P4 agonist – agonists of human S1P4 receptor | O95977 | S1P4-expressing cell line, agonist reporter assay | activation, % at 4.98 µM | actives 0.35% (n = 220,000) | AID 1509; in the data active = activation above about 11%;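 note: 0% = DMSO vehicle and 100% = reference agonist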
Target sequence (O95977 whole entry, looked up): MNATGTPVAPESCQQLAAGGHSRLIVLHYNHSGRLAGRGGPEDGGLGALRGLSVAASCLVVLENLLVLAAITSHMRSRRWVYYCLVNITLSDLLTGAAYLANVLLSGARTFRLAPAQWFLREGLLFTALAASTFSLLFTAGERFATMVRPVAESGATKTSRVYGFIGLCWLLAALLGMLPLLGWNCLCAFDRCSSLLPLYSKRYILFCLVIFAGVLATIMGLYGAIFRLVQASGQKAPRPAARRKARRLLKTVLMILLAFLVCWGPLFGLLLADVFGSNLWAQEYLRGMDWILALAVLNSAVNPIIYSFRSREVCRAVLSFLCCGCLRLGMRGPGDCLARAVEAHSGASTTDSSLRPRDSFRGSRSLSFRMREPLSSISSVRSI
CHOP inh – inhibitors of CHOP induction in ER stress response; AID 2732; actives 3.8% (n = 220,000); CHO-K1 CHOP-promoter luciferase, tunicamycin-induced, 15-18 h; inhibition, % at 10 µM;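 active = compounds that reduced the stress-induced luciferase reporter signal by more than about 70% of percent inhibition, limit read from the data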;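 note: 0% = tunicamycin plus vehicle and 100% = wells without tunicamycin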
S1P4 antag – human S1P4 receptor antagonism | O95977 | inhibition, % at 4.98 µM | actives 0.26% (n = 220,000) | S1P4-expressing cells, antagonist mode, reporter read-out; in the data active = inhibition above about 29%;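 note: 0% = wells stimulated with agonist and 100% = vehicle wells without agonist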
An asterisk follows results filed as active; · = not tested or not shown; & = joins results of further samples.

SMILES	NPY-Y1 PAM-ag	NPY Y1 blocker	TRPML3 ag	EP2 modulator	zfTRPN1 agonist	NPY-Y2 PAM-ag	S1P4 agonist	CHOP inh	S1P4 antag
O=C(CN1CCN(S(=O)(=O)c2ccc(F)cc2)CC1)Nc1ccccc1F	0	4	-0.7	12	0.4	1	-1.3	14	6
COc1cc(C(=O)N/N=C/c2ccccn2)cc(OC)c1OC	9	4	-1.2	-10	2.7	-6	-0.1	4	-20
[O-][n+]1onc2c1CCc1nnccc1-2	-7	-2	0.6	0	-1.1	-7	-3.1	1	3
CCN1CCN(C(=S)c2ccc(SC)cc2)CC1	22	4	0.2	0	-0.1	3	2.3	30	-7
COC(=O)c1cc(C#N)c(OC(C)C)nc1C	-21	5	0.7	22	1.0	-15	-0.1	20	2
COC(=O)c1cc(S(=O)(=O)Nc2nn(C)c3ccccc23)oc1C	-2	·	0.0	5	2.1	7	0.1	16	-4
CN1C(=O)/C(=C\c2ccco2)N=C1c1ccc(Cl)cc1Cl	-34	·	0.4	-16	-1.2	-31	1.2	-21	-2
Cc1ccccc1OCC(=O)NN1C(=O)C2C3C=CC(O3)C2C1=O (stereo not drawn)	-10	3	0.7	16	-0.8	-6	-1.6	-16	7
CCOC(=O)c1c(CNc2ccncc2)n(C)c2cc(Br)c(O)cc12	6	6	-0.7	2&22	0.6	3	1.5	1	2
Nn1c(SCC(=O)NC2CCCCC2)nnc1-c1ccccc1	-4	4	0.8	5&-3	-0.7	6	0.0	12	-19
S=C(N/N=C/c1ccccc1Cl)Nc1cccc(Cl)c1Cl	-27	·	-0.1	15	-0.5	-13	0.7	-79	2
COC(=O)c1cccc(NC(=O)CN2CCN(c3ccc(OC)cc3)CC2)c1	4	6	0.1	-26&-65	0.9	-20	1.5	6	3
Cc1cc(NC(=O)c2sc(Nc3cccc(C(F)(F)F)c3)nc2N)no1	16	1	0.2	-18&-99	-0.1	7	-0.4	10	-7
O=C(NCCOc1ccccc1)C(=O)NCC1CCCO1 (stereo not drawn)	13	2	0.2	-4	1.8	-7	1.1	-16	-10
CCC1C/C(=C\c2cccnc2)C(=O)/C(=C/c2cccnc2)C1 (stereo not drawn)	-37	10	0.1	-44	1.2	-25	-1.6	106*	7
COc1ccc2c(c1)C=C(CN1CCC(CO)(CCc3ccccc3)CC1)CO2	-17	17	0.9	-95	-0.2	-19	0.0	15	-13
O=C(CSc1nnc(-c2ccco2)o1)N1CCN(c2ccccc2)CC1	-19	0	0.4	-17	4.2	-19	0.8	6	1
COc1ccc(CN2CCC(CO)(Cc3ccccc3C(F)(F)F)CC2)c(F)c1	-14	11	1.5	-21	0.9	-15	0.7	19	9
CCOc1ccc(-c2cc(N3C(=O)Nc4ccccc4N3O)n[nH]2)cc1	4	10	-0.6	12	-1.4	1	-0.1	16	8
S=C(Nc1ccccc1Cl)N(CCN1CCCCC1)Cc1ccco1	-26	8	0.2	25	0.6	8	-0.9	7	0
O=C(c1ccco1)N1N=C(c2ccc(Br)cc2)CC1(O)C(F)(F)F (stereo not drawn)	-11	13	0.3	86*	-1.4	-5	0.7	49	-20
COc1cccc(CNC(=O)C2CCN(S(=O)(=O)c3cccc4cccnc34)CC2)c1	4	-1	0.0	6	-1.2	11	1.7	-2	11
Cc1c(/C=N/N=C2\CCC3C4CCc5cc(O)ccc5C4CCC23C)cnn1C (stereo not drawn)	-11	8	0.7	-31	0.5	-28	-2.8	28	12
CC(=O)Nc1ccc(S(=O)(=O)NNC(=O)c2cccc3ccccc23)cc1	-6	1	0.3	-14	-0.1	-8	-3.8	21	-3

An excerpt of these results, in markdown.
| mol | NPY-Y1 PAM-ag | NPY Y1 blocker | TRPML3 ag | EP2 modulator | zfTRPN1 agonist | NPY-Y2 PAM-ag | S1P4 agonist | CHOP inh | S1P4 antag |
| --- | --- | --- | --- | --- | --- | --- | --- | --- | --- |
| CCC1C/C(=C\c2cccnc2)C(=O)/C(=C/c2cccnc2)C1 (stereo not drawn) | -37 | 10 | 0.1 | -44 | 1.2 | -25 | -1.6 | 106* | 7 |
| COc1ccc2c(c1)C=C(CN1CCC(CO)(CCc3ccccc3)CC1)CO2 | -17 | 17 | 0.9 | -95 | -0.2 | -19 | 0.0 | 15 | -13 |
| O=C(CSc1nnc(-c2ccco2)o1)N1CCN(c2ccccc2)CC1 | -19 | 0 | 0.4 | -17 | 4.2 | -19 | 0.8 | 6 | 1 |
| COc1ccc(CN2CCC(CO)(Cc3ccccc3C(F)(F)F)CC2)c(F)c1 | -14 | 11 | 1.5 | -21 | 0.9 | -15 | 0.7 | 19 | 9 |
| CCOc1ccc(-c2cc(N3C(=O)Nc4ccccc4N3O)n[nH]2)cc1 | 4 | 10 | -0.6 | 12 | -1.4 | 1 | -0.1 | 16 | 8 |
| S=C(Nc1ccccc1Cl)N(CCN1CCCCC1)Cc1ccco1 | -26 | 8 | 0.2 | 25 | 0.6 | 8 | -0.9 | 7 | 0 |
| O=C(c1ccco1)N1N=C(c2ccc(Br)cc2)CC1(O)C(F)(F)F (stereo not drawn) | -11 | 13 | 0.3 | 86* | -1.4 | -5 | 0.7 | 49 | -20 |
| COc1cccc(CNC(=O)C2CCN(S(=O)(=O)c3cccc4cccnc34)CC2)c1 | 4 | -1 | 0.0 | 6 | -1.2 | 11 | 1.7 | -2 | 11 |
| Cc1c(/C=N/N=C2\CCC3C4CCc5cc(O)ccc5C4CCC23C)cnn1C (stereo not drawn) | -11 | 8 | 0.7 | -31 | 0.5 | -28 | -2.8 | 28 | 12 |
| CC(=O)Nc1ccc(S(=O)(=O)NNC(=O)c2cccc3ccccc23)cc1 | -6 | 1 | 0.3 | -14 | -0.1 | -8 | -3.8 | 21 | -3 |

The results go on:
SMILES	NPY-Y1 PAM-ag	NPY Y1 blocker	TRPML3 ag	EP2 modulator	zfTRPN1 agonist	NPY-Y2 PAM-ag	S1P4 agonist	CHOP inh	S1P4 antag
O=C(COc1ncnc2ccccc12)Nc1cccc(S(=O)(=O)N2CCOCC2)c1	-39	-3	0.4	8	-0.3	-3	0.2	22	-9
Cc1noc(C)c1S(=O)(=O)N1CCC(C(=O)Nc2ccccn2)CC1	-15	-4	0.9	7	1.4	-3	1.6	1	1
COc1ccccc1NC(=O)Cc1noc(CSc2cc(C)c3ccccc3n2)n1	-27	20*	-0.6	29	-1.4	-18	1.1	22	-7
Nc1nn(-c2cccc(F)n2)cc1-c1ccc(Cl)cc1	1	1	0.7	-6	0.4	8	0.5	37	2
Cc1[nH]n(-c2ccccc2)c(=O)c1N=Nc1ccccc1O	14	-4	1.2	26	3.5	4	-0.9	105*	5
CCOc1ccc(NC(C)=O)cc1[N+](=O)[O-]	15	6	0.2	11	1.1	-3	-1.8	-11	0
CC(C)C(=O)N1CCN(c2ccccc2N)CC1	-10	2	0.1	12&-13	-1.0	-15	-3.7	-1	0
Cc1ccccc1-c1nc(CS(=O)(=O)CC(=O)N2CCc3ccccc32)c(C)o1	-18	-7	0.1	14	0.4	-16	-0.5	29	-7
COc1ccc(C(=O)CN2C(=O)NC3(CCCCC3)C2=O)cc1OC	1	-2	-0.6	5	1.0	-3	0.8	8	-4
Cc1c(NC(=O)Cn2ccc([N+](=O)[O-])n2)c(=O)n(-c2ccccc2)n1C	2	3	0.2	11	0.7	8	25*	-2	-4
COc1ccc(OCC(=O)NN2Cc3ccccc3C2=N)cc1	-1	-3	1.2	16	0.7	-9	-2.2	15	-16
O=S(=O)(Nc1ccc2c(c1)CCC2)c1cccs1	13	-3	-0.5	-14	-1.9	25	-0.3	-1	2
Cc1ccccc1NC(=O)Cn1nc(-c2ccccc2)nc1-c1ccccc1	1	6	-0.3	8	1.2	7	0.9	16	3
c1ccc(-n2ncc3c(NCc4ccco4)ncnc32)cc1	-29	0	-0.1	-18	0.5	-12	3.9	25	-25
COc1ccc(-c2csc(NC(=O)C3CCCCN3S(=O)(=O)c3ccccc3)n2)cc1 (stereo not drawn)	22	-6	-0.1	-37	-0.3	-12	0.8	28	9
CCCN(CCC)c1nc(N(CCC)CCC)[nH]c(=O)n1	-3	-2	0.7	58	0.0	10	1.8	28	0
NC(=O)C1(N2CCCCC2)CCN(c2nc(-c3ccccc3)cs2)CC1	11	-8	1.3	-17	3.1	8	0.5	41	8
N#Cc1c(NC(=O)CSc2nnc(-c3ccncc3)n2CC2CCCO2)sc2c1CCCC2 (stereo not drawn)	-12	-1	-0.7	15&-3	-0.2	7	1.3	22	4
N#Cc1c(NC(=O)CSc2ccccn2)oc(-c2ccccc2)c1-c1ccccc1	-36	38*	-0.1	38	0.1	-12	-0.8	23	-6
O=C(NC1CCc2ccccc21)c1cc(COc2ccc(F)cc2Cl)on1 (stereo not drawn)	-5	16	0.7	-51	1.4	0	0.8	26	1
Cc1nc(-c2ccc(Br)cc2)ccc1C(=O)O	-7	3	0.4	13	0.0	1	0.4	6	-6
COc1cc(CNCc2ccccn2)ccc1OCc1ccc(Cl)cc1	-25	6	1.2	-14	-1.1	2	0.9	2	-4
CS(=O)(=O)Nc1cccc(C2=NN(C(=O)c3ccccc3Cl)C(c3ccccc3O)C2)c1 (stereo not drawn)	7	1	0.3	-15	0.4	10	-0.9	16	-13
CC1CCCC(C)N1S(=O)(=O)c1ccc(NC(=O)CCn2cnc3ccccc3c2=O)cc1 (stereo not drawn)	15	0	1.1	-9	-0.3	-10	1.8	46	-9
CCc1ccccc1NC(=O)CSc1nc2n[nH]c(C)c2c(=N)n1-c1cccc(OC)c1	1	-1	-1.5	42	-3.2	-8	-2.3	46	-11
C=CCn1c(=S)[nH]c2sc3c(c2c1=O)CCC3	-15	-1	0.1	31	-0.2	-12	-0.5	23	-15
COc1ccc(CNC(=O)Cn2cc(C(F)(F)F)ccc2=O)cc1	0	4	0.8	-8	1.1	10	3.4	2	-6
COc1ccc(O)c(C(c2c(C)[nH][nH]c2=O)c2c(C)[nH][nH]c2=O)c1	25	0	0.0	15	0.5	-3	0.6	-2	12
Cc1cc(O)c(/C=N/Nc2ccc(Cl)cc2)c(=O)o1	6	-3	-0.7	32	0.2	11	0.0	-6	5
Cc1ccc(Sc2ccc(NC(=O)c3ccc(S(C)(=O)=O)cc3Cl)cc2)cc1	-6	3	0.6	57	0.5	-3	2.4	98*	-4
CC(=Nc1ccccc1)c1sc2ccccc2c1O	-5	2	2.4	20	3.3	-12	1.4	33	7
CCCCn1c(NC(=O)c2ccccc2)c(C#N)c2nc3ccccc3nc21	4	-1	0.9	11	0.8	-7	0.1	-10	23
CCCCOc1ccc(NC(=O)CSc2nnnn2C)cc1	8	-7	-0.5	15	0.7	0	-0.5	16	-11
COc1cccc(C2C(=O)c3ccccc3C2=O)c1	8	·	0.3	-7	1.3	-8	0.8	-6	-5
O=c1[nH][nH]cc1C=NCc1cccnc1	-16	-2	1.2	27	2.2	2	1.4	19	6
COc1cccc(-c2nnc(-c3ccc(C(F)(F)F)cc3)o2)c1OC	-49	19	0.4	23	-0.1	-13	1.1	-1	-17
COc1cccc(Nc2nc3ccc(OC)cc3s2)c1	25	-6	0.1	17	-0.9	21	0.9	24	11
